Vif-APOBEC3F blk: blocks the Vif interaction with APOBEC3F; HeLa A3F-eYFP + Vif (tagged APOBEC3F with the HIV-1 protein that degrades it), YFP fluorescence increase; AID 602313; Potency, µM (series often up to 46.1 µM), without a hit: at the highest dose activity, negative = active; hit rate 0.2% among 390,000; further: potency means the concentration at half of the fitted maximal effect; % of control where 0% means no effect; nearly all actives have a fitted effect of over 65% in size
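HeLa cells stably expressing Vif plus C-terminally eYFP-tagged A3F were seeded, incubated overnight at 37 deg C, dosed with compound, incubated overnight again at 37 deg C. Yellow fluorescence (Ex 488/Em 500-530) reported blocked Vif-mediated A3F-eYFP degradation.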
D1 PAM: human D1 dopamine receptor positive modulation; P21728; HEK293 TREx D1 cells, calcium flux, dopamine EC20 potentiation; hit rate 0.036% among 360,000; potentiation, % at 10 µM; AID 504651; in the data active means potentiation above about 30%; further: 0% is about no effect
Target sequence (P21728 whole entry, looked up): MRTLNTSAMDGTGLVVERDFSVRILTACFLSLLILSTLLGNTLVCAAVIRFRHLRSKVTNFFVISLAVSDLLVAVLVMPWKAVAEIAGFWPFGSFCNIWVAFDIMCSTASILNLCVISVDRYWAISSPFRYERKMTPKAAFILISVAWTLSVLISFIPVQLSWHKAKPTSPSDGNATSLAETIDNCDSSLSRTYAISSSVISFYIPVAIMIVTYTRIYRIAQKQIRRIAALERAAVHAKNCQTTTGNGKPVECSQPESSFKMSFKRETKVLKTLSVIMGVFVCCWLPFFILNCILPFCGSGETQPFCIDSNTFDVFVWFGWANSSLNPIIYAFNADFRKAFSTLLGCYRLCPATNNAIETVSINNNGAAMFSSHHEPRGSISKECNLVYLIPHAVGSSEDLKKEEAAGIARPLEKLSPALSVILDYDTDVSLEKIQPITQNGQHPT
D1 antag: human D1 dopamine receptor antagonism. activity change, negative = inhibition, % at 10 µM. P21728. HEK293 TREx D1 cells, calcium flux, dopamine EC80; stronger effect = lower value. hit rate 3.2% among 360,000. AID 504652; in the data active means activity change below about -30%; further: on the % scale 0 is the no-effect control and ±100 the full control effect
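Inducible Hek293 Trex D1 cells (tetracycline, overnight, 30 C). Calcium dye 30–90 min RT. Antagonist mode: EC80 dopamine added after 180 s compound read.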
RXFP1 ag: activates the human relaxin receptor RXFP1; Q9HBX9; HEK293T-RXFP1 cAMP TR-FRET, 30 min; response scale: percent of porcine relaxin response, buffer zero; Potency, µM (top dose mostly 57.5 µM), inactives show top-dose activation, hits mostly activators; hit rate 0.3% among 370,000; AID 2676; further: potency means the concentration at half of the fitted maximal effect; on the % scale 0 is the no-effect control and ±100 the full control effect; nearly all actives have a fitted effect of over 60% in size; many of its hits are not listed in these tables
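Agonist response is measured as cAMP accumulation in an RXFP1-transfected HEK293T line under PDE4 inhibition. Values are scaled between buffer-only and 29 nM porcine relaxin, and EC50s come from standard Hill equation fits.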
D2 potentiator: positive allosteric modulators of human D2 dopamine receptor; P14416; HEK293 T-REx D2, calcium flux, EC20 dopamine potentiation; potentiation, % at 10 µM; hit rate 0.34% among 340,000; AID 485347;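 active means potentiation over 3 SD above the plate norm, cut at about 30% in these data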; further: 0% is about no effect
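Using a no-wash calcium dye in inducible, force-coupled HEK293 Trex cells expressing D2, we tracked fluorescence each second for 180 s after compound, then for 180 s after EC20 dopamine to detect augmented signalling.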
Vif-APOBEC3G blk: inhibitors of Vif-APOBEC3G interaction. Q9HC16. HeLa A3G-eYFP + Vif (tagged APOBEC3G with the HIV-1 protein that degrades it), YFP fluorescence, overnight. Potency, µM (highest dose often 46.1 µM), without a hit: top-dose activity, negative = active, most hits filed as inhibitors. hit rate 0.076% among 410,000. AID 602310;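 further: potency means the concentration at half of the fitted maximal effect; on the % scale 0 is the no-effect control and ±100 the full control effect; nearly all actives have a fitted effect of over 60% in size; hits raise eYFP signal because A3G escapes Vif-driven loss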
Target sequence (Q9HC16 whole entry, looked up): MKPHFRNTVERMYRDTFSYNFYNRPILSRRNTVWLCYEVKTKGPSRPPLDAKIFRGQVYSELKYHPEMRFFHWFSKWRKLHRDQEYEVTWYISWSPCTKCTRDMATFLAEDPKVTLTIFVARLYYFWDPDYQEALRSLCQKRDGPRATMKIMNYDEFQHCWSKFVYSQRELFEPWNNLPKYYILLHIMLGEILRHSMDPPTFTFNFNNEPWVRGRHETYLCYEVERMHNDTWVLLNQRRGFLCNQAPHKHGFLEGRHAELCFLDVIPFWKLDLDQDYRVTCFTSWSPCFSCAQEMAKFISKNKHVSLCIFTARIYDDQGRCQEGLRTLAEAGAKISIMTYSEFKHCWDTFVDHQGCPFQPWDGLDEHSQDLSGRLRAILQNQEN
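HeLa cells stably expressing Vif and C-terminally eYFP-tagged A3G, seeded overnight at 37 deg C, then exposed to compound by pintool overnight at 37 deg C. Rise in yellow fluorescence (Ex 488/Em 500-530, Acumen) marks blocked Vif-driven A3G degradation.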
D1 ag: human D1 receptor agonism | HEK293 T-REx D1 cells, calcium flux, agonist mode | activation, % at 2 µM | hit rate 1% among 360,000; in the data active means activation above about 30%; further: 0% is about no effect
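Agonism was scored from calcium flux recorded over 180 s (1 read/s) after pintool compound addition, following a 10-cycle baseline. Cells were inducible force-coupled HEK293 TREx D1, plated overnight at 30 C and loaded with no-wash calcium dye.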
RXFP1 antag: antagonists of human relaxin receptor RXFP1 | Q9HBX9 | HEK293-RXFP1, relaxin-stimulated cAMP HTRF, 30 min; stronger effect = lower value | activity change, negative = inhibition, % at 57.5 µM | hit rate 0.59% among 350,000 | AID 1259400;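 active means activity change of -60% or lower, but not beyond a set lower limit; inconclusive means change between -60% and -40%, or beyond the set limit; inactive means change above -40%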; further: on the % scale 0 is the no-effect control and ±100 the full control effect
Glioma ERSR ind: inducers of ER stress response in human glioma cells; hit rate 0.02% among 420,000; Potency, µM, for the others: at the top dose activation, usual class: activators; U87-MG GRP78 promoter luciferase reporter, 16 h; further: potency means the concentration at half of the fitted maximal effect; series mostly up to about 76 µM; % of control where 0% means no effect; nearly all actives have a fitted effect of over 35% in size
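Stably transfected U87-MG human glioma cells carrying a GRP78-based luminescent sensor were seeded at 1000 cells/well, pin-dosed with compounds and incubated 16 h. Luciferase reagent was then added, and end-point luminescence was read after 10 min at room temperature.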
* = called active by the depositor; u = inconclusive; x = not tested or not shown; & = joins results of further samples. Unless noted, the call rests on the fitted dose curve; in most records, active means well fitted curve in the direction sought with a large enough effect; inconclusive means small, poorly fitted or top-dose-only effect, or another doubt; inactive means no such curve, though single readings can be large; an effect the other way counts as inactive or inconclusive. These rows are one share of the data, so the mix of outcomes need not match the whole.

SMILES | Vif-APOBEC3F blk | D1 PAM | D1 antag | RXFP1 ag | D2 potentiator | Vif-APOBEC3G blk | D1 ag | RXFP1 antag | Glioma ERSR ind
Cc1ccc(NC(=O)COc2ccc(Cl)cc2Cl)cc1S(=O)(=O)N1CCOCC1 | 3% | -2 | 3 | -0.9% | 16 | 1% | 8 | -13 | -3%
Cc1ccc(-n2nc(C)c(C3(O)C(=O)N(C)c4ccccc43)c2N)cc1 (configuration not stated) | -2% | 10 | 0 | -1.5% | -3 | 9% | 0 | -3 | 0%
O=C(Nc1nc2c(F)cc(F)cc2s1)C1COc2ccccc2O1 (configuration not stated) | 0% | 0 | 1 | -0.8% | 3 | -7% | 2 | 4 | 3%
COc1cc(=O)n2c(-c3ccccc3)csc2n1 | -2% | 2 | -2 | 3.6% | 13 | -12% | -1 | -3 | 4%
Cc1cccc(-c2noc(CNC(=O)c3ccc4c(c3)OCO4)n2)c1 | -11% | 2 | -6 | -0.2% | 9 | -2% | 10 | -9 | -2%
Cc1ccc(CN2CCCn3nc(C(=O)NCCc4cccc(C)c4)cc3C2=O)cc1 | 4% | 0 | -11 | 0.5% | 0 | 1% | 6 | -22 | -4%
O=C(c1ccc(Cn2c(=O)[nH]c3ccsc3c2=O)cc1)N1CCN(c2ccccc2)CC1 | 1% | -7 | 7 | -0.7% | -3 | 0% | 2 | 4 | 2%
C[C@H](O)C#Cc1cnc2c(c1)C(=O)N([C@H](C)CO)C[C@@H](C)[C@@H](CN(C)Cc1ccc(-c3ccccc3)cc1)O2 | -15% | x | x | x | x | -27% | x | -14 | -1%
Cc1nn(CC(=O)N2c3ccccc3NC(=O)C2(C)C)c(C)c1[N+](=O)[O-] | -1% | -10 | -3 | 2.2% | -4 | -6% | 0 | 1 | -3%
Cn1nnnc1SCC(=O)N1CCCCC1 | -12% | -14 | 0 | 0.2% | -2 | 3% | 1 | -2 | 1%
COC(=O)c1cc(=O)n(Cc2ccc3c(c2)OCO3)c(=Nc2ccc(F)c(Cl)c2)s1 | -2% | 4 | 8 | -0.2% | -1 | 0% | 2 | 5 | -4%
Cc1cccc(OCCCCc2c(C)n[nH]c2C)c1 | -2% | -2 | -11 | -0.5% | 9 | 1% | 5 | -3 | -1%
CS(=O)(=O)Nc1ccc(C2=NN(C(=O)c3ccco3)C(c3ccccc3F)C2)cc1 (configuration not stated) | -2% | -4 | 32 | -0.4% | 11 | -4% | 4 | -14 | -3%
O=C(COC(=O)/C=C/c1cccc(C(F)(F)F)c1)NCc1ccco1 | -10% | -6 | 0 | -1.0% | 2 | -1% | 2 | -4 | 0%
CCCCn1c(C23CC4CC(CC(C4)C2)C3)n[nH]c1=S | -4% | 19 | 9 | 2.1% | 7 | -3% | 6 | -37 | -4%
O=C(CCCc1ccccc1)NCc1ccc2c(c1)OCO2 | 0% | -17 | -12 | 3.6% | 6 | -5% | -1 | -35 | -1%
O=c1c2c(ncn2C2CCCC2)n(Cc2ccccc2)c(=O)n1CCOc1ccccc1 | -2% | 6 | -8 | 0.3% | -7 | -5% | 12 | -9 | -4%
COc1ccc(CC(=O)Nc2cccnc2)cc1 | 10% | -2 | 7 | 0.1% | 9 | -1% | 2 | 5 | -1%
Cc1ccccc1NC(=O)CN1C(=O)N/C(=C\c2ccccc2OCc2ccc(C(=O)O)cc2)C1=O | 9% | x | -16 | 0.7% | -3 | 0% | 8 | -4 | 1%
Cc1ccc(Nc2sc(C(=O)c3ccccc3)c(N)c2C(=O)Nc2ccc(Cl)cc2)cc1 | -14% | -1 | -10 | -1.1% | -3 | -5% | 2 | u | -1%

By substructure: those above containing fluorine (four)
SMILES | Vif-APOBEC3F blk | D1 PAM | D1 antag | RXFP1 ag | D2 potentiator | Vif-APOBEC3G blk | D1 ag | RXFP1 antag | Glioma ERSR ind
O=C(Nc1nc2c(F)cc(F)cc2s1)C1COc2ccccc2O1 (configuration not stated) | 0% | 0 | 1 | -0.8% | 3 | -7% | 2 | 4 | 3%
COC(=O)c1cc(=O)n(Cc2ccc3c(c2)OCO3)c(=Nc2ccc(F)c(Cl)c2)s1 | -2% | 4 | 8 | -0.2% | -1 | 0% | 2 | 5 | -4%
CS(=O)(=O)Nc1ccc(C2=NN(C(=O)c3ccco3)C(c3ccccc3F)C2)cc1 (configuration not stated) | -2% | -4 | 32 | -0.4% | 11 | -4% | 4 | -14 | -3%
O=C(COC(=O)/C=C/c1cccc(C(F)(F)F)c1)NCc1ccco1 | -10% | -6 | 0 | -1.0% | 2 | -1% | 2 | -4 | 0%

Other structures
SMILES | Vif-APOBEC3F blk | D1 PAM | D1 antag | RXFP1 ag | D2 potentiator | Vif-APOBEC3G blk | D1 ag | RXFP1 antag | Glioma ERSR ind
CCCNC(=O)OCc1cccnc1Sc1ccc(C)cc1 | 10% | -2 | 2 | 0.5% | 11 | 0% | 1 | -14 | 7%
COc1ccc(S(=O)(=O)NNC(=O)C(=O)NNc2ccccn2)cc1 | -1% | -10 | -6 | 0.1% | -9 | 7% | -1 | 3 | -4%
Cc1cc(=O)[nH]c(SCC(=O)OCc2ccccc2)c1C#N | 3% | 2 | 8 | -2.8% | -4 | -3% | 5 | u | 5%
COc1ccc(CSCC(=O)N/N=C/c2ccc(OCC(=O)NCc3ccco3)cc2)cc1 | -7% | -2 | -1 | 0.3% | -4 | -6% | 7 | -34 | -6%
O=C(CN1C(=O)c2cccnc2Oc2ccc(Cl)cc21)NCCc1ccccc1 | -12%&-1% | -1&-1 | -16&1 | 6.4%&0.0% | -2&-8 | 1%&0% | 1&-2 | 9&-14 | -2%&3%
Cc1ccc(C(=O)N/C(=C\c2ccco2)C(=O)NCCCn2ccnc2)cc1C | -2% | -3 | 8 | 0.9% | 1 | -1% | 4 | -11 | -4%
COc1ccc(OC(=O)COc2ccc(C)cc2)cc1 | -7% | -4 | -1 | 1.4% | -2 | 0% | 0 | 4 | -3%
CCn1c(C)nc2cc(C(=O)N/N=C/c3ccccc3)ccc21 | 2% | -10 | 8 | -2.8% | 11 | 1% | 5 | -30 | -6%
CNC(=O)Cn1nc(-c2ccc(C)cc2)c2ccccc2c1=O | 5% | -1 | -5 | 1.3% | -5 | -1% | 0 | -6 | -3%
COc1cccc(-c2ccc(SCC(=O)N3CCN(c4ccccc4)CC3)nn2)c1 | -3% | -2 | 3 | 0.0% | 18 | 2% | 1 | -1 | -5%
Cc1ccc(N2C(=O)N(CC(=O)Nc3cccc([N+](=O)[O-])c3C)C(=O)C2C)cc1 (configuration not stated) | 8% | -4 | -7 | -0.1% | 5 | 2% | 4 | 1 | 4%
COC(=O)c1ccc(CSc2nnc(NC(C)C)s2)o1 | u | -5 | -8 | 2.9% | -2 | -1% | 2 | -13 | -3%
CC(=O)C1=C(O)C(=O)N(c2ccc(Br)cc2)C1c1ccc(Cl)cc1 (configuration not stated) | 0% | -1 | -16 | u | x | -8% | 0 | 4 | 0%
Cc1ccc(NS(=O)(=O)c2ccc(OCC(=O)NCc3ccccn3)cc2)cc1 | 1% | x | x | x | x | -5% | x | -1 | -1%
CCOc1ccc2[nH]c(=O)c(CN(Cc3ccco3)Cc3nnnn3Cc3ccccc3)cc2c1 | 2% | -9 | -44* | 1.5% | -13 | -5% | 0 | -17 | -2%
CC1Cc2ccccc2N1C(=O)c1ccc(F)c(S(=O)(=O)N2CCOCC2)c1 (configuration not stated) | -28% | x | x | x | x | -1% | x | 2 | -5%
CC(CCCN(C)C)C(Cc1ccccc1)c1ccccc1 (configuration not stated) | 7% | x | x | x | x | 4% | x | -27 | -4%
COC(=O)CN1C(=O)C2(OCCCO2)c2ccccc21 | 4% | 1 | -10 | -1.3% | -6 | -1% | 2 | 9 | -4%
COc1cc(NC(=O)Cn2cnc(S(=O)(=O)N3CCC(C)CC3)c2)cc(OC)c1OC | 2% | 5 | -6 | 0.1% | -14 | 2% | 6 | -9 | -6%
C[C@@H]1CN([C@H](C)CO)C(=O)c2c(c3ccccc3n2C)-c2ccccc2CO[C@H]1CN(C)Cc1cccc(C(=O)O)c1 | -1% | x | x | x | x | -2% | x | -16 | -5%
Nc1ccc(N2CCN(c3cccc(Cl)c3)CC2)cc1 | -5% | -1 | -15 | 0.5% | 9 | 0% | 1 | -6 | 1%
CC(C)c1ccc(/C=N/NC(=O)CN(c2cccc(Cl)c2Cl)S(C)(=O)=O)cc1 | -6% | -2 | 6 | 0.3% | -1 | -7% | 1 | -14 | -12%
O=C1NCCCC1C(=O)N/N=C/c1cccc([N+](=O)[O-])c1 (configuration not stated) | -11% | -1 | -16 | 3.6% | 4 | 2% | 1 | 13 | 4%
COc1c(C)cc(Br)cc1C(=O)Nc1ccc(N2CCN(S(C)(=O)=O)CC2)cc1 | -10% | -4 | -17 | -0.4% | 2 | 1% | 3 | -13 | -3%
O=C(CSc1nnc(Cn2nnc3ccccc32)o1)N(Cc1ccc(Cl)cc1)c1ccccc1 | 0% | 3 | 5 | -0.4% | 2 | 1% | 6 | 3 | -2%
COC(=O)c1csc(S(=O)(=O)N2CCOCC2)c1OC | 2% | -4 | 12 | -0.2% | 2 | 2% | 1 | -5 | -2%
O=C(CCS(=O)(=O)c1ccccc1)N(CCCN1CCOCC1)c1nc2c(F)cccc2s1 | -7% | -9 | -5 | 0.8% | 12 | -26% | 7 | -74* | -12%
CCCCOc1ccc(-c2[nH]ncc2C=O)cc1 | -7% | -1 | 5 | 1.0% | -8 | -2% | 2 | 2 | 5%

Record cards (already shown). Order of values: Vif-APOBEC3F blk	D1 PAM	D1 antag	RXFP1 ag	D2 potentiator	Vif-APOBEC3G blk	D1 ag	RXFP1 antag	Glioma ERSR ind
Listed for COC(=O)CN1C(=O)C2(OCCCO2)c2ccccc21 = 4%	1	-10	-1.3%	-6	-1%	2	9	-4%
Listed for O=c1c2c(ncn2C2CCCC2)n(Cc2ccccc2)c(=O)n1CCOc1ccccc1 = -2%	6	-8	0.3%	-7	-5%	12	-9	-4%
Listed for O=C(COC(=O)/C=C/c1cccc(C(F)(F)F)c1)NCc1ccco1 = -10%	-6	0	-1.0%	2	-1%	2	-4	0%

Assay outcomes as filed in PubChem BioAssay.
